Bioassay records from PubChem.
INS promoter inh: TRM-6 insulin promoter activity inhibition. TRM-6 cells (human fetal islet line), insulin promoter-eGFP reporter, imaging; reporter expression induced with tamoxifen. inhibition, % at 2 µM. 0.9% of 130,000 active;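 active = inhibition above the mean plus 3 SD, with well images judged a real hit on visual review, cut at about 60% in these data, passing the limit was not always enough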
SDO1 yeast rescue: sdo1-depleted yeast growth rescue | S. cerevisiae sdo1-depleted JHY4D growth rescue, OD600 30 h; hits give high values; pdr5 snq2 efflux-pump mutant strain | z-score at 10 µM | 0.21% of 140,000 active;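 active = z-score above 3 at both the 24 hr and the 30 hr optical density reads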;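 note: z-score against mean and SD of all compound wells on the same plate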
SDO1 yeast rescue Rescue 24 h: recorded beside SDO1 yeast rescue, whose call it bears; z-score; S. cerevisiae sdo1-depleted JHY4D growth rescue, OD600; measured here: growth rescue at 24 h;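 0 is the plate mean of compound wells and units are plate SD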
* hit, by the source's call; x = no result given; & = joins results of further samples.

SMILES | INS promoter inh | SDO1 yeast rescue | SDO1 yeast rescue Rescue 24 h
Cc1cc(C)n(CCN(C)Cc2nc(Cc3ccccc3F)no2)n1 | 6.7 | x | x
COc1cccc(C2OC(=O)c3ccccc3N2C(C)=O)c1OC(C)=O (stereo unspecified) | -15.4 | 0.09 | 0.07
Cc1ccc(C(=O)Nc2ccc3c(c2)OCCO3)o1 | -16.7 | -0.18 | -0.81
CCCCNc1cc(C)oc(=O)c1C(C)=O | -34.2 | -1.11 | -0.95
COc1ccc(/C=C/C(=O)Nc2ccc3c(c2)OCCO3)cc1OC | 6.9 | -0.65 | -0.87
O=C(NCc1ccc2[nH]c3c(c2c1)CCCC3)c1ccc(S(=O)(=O)N2CCCC2)cc1 | 21.9 | 0.78 | 0.97
O=C(Nc1c(C(=O)Nc2ccccc2)cnn1-c1ccccc1)c1ccco1 | x | 0.29 | -0.2
Cc1c(NS(=O)(=O)c2ccc3c(c2)CCN3C(=O)C2CC2)c(=O)n(-c2ccccc2)n1C | 43.8 | 0.74 | 0.81
COc1ccc(OCCCC(=O)Nc2nc(-c3ccccn3)cs2)cc1 | -11.1 | x | x
COc1ccc(/C(=N\O)c2nccc3cc(OC)c(OC)cc23)cc1OC | 28.6 | x | x
O=S(=O)(NCCOCC(F)(F)C(F)F)c1ccc2oc3ccccc3c2c1 | -71.4 | -0.79 | -1.05
CC1=CC(C)C(C(=O)O)C(C(=O)N2CCN(C)CC2)C1 (stereo unspecified) | 33.3 | x | x
CSc1nsc(SCC(=O)NC2CCCCC2)n1 | 43.2 | -2.05 | -1.38
COc1ccc(C2=NOC(C(=O)O)C2)cc1 (stereo unspecified) | -2.7 | 0.28 | 0.12
COC(=O)C1=C(C)N=C2SC(C)C(=O)N2C1/C=C/c1ccccc1 (stereo unspecified) | -48.7 | -0.54&0.15 | 0.11&0.78
CC(C)Oc1cc(S(=O)(=O)N2CCCCC2)ccc1N | 0.0 | x | x
O=C(NCCCn1ccnc1)C(=O)NCC(c1cccnc1)N1CCN(c2ccc(F)cc2)CC1 (stereo unspecified) | -12.2 | 0.55 | 0.64
CCOC(=O)CNC(=O)COc1ccc(Cl)cc1Br | 11.1 | -0.29 | -0.82
Cc1cc2ccccn2c1C(=O)Nc1cccc(Cl)c1 | 15.4 | x | x
CC(C)(C)NC(=O)C[n+]1ccc(C(N)=O)cc1 | 7.1 | x | x
O=c1ccn(-c2ccccc2)[nH]1 | 7.0 | x | x
NC(=O)CCCC1=NS(=O)(=O)c2ccccc2N1 | 0.0 | 0.91 | 0.45
COc1ccc(N2CCN(C(CNC(=O)c3ccc4c(c3)OCO4)c3cccnc3)CC2)cc1 (stereo unspecified) | 7.1 | -0.2 | -0.55
CCOc1ccccc1CNC(=O)C1CCCN(c2nc3ccccc3o2)C1 (stereo unspecified) | x | 0.06 | 0.57
CCn1c(=O)c(C(=O)NCCNCCO)c(O)c2ccccc21 | x | 0.81 | 0.5

Another view of 2 compounds above.
Order of results – INS promoter inh, SDO1 yeast rescue, SDO1 yeast rescue Rescue 24 h
O=c1ccn(-c2ccccc2)[nH]1
 : 7.0, x, x
CCn1c(=O)c(C(=O)NCCNCCO)c(O)c2ccccc21
 : x, 0.81, 0.5

Further results follow:
SMILES | INS promoter inh | SDO1 yeast rescue | SDO1 yeast rescue Rescue 24 h
Cc1cc(NC(=O)CSc2ncccn2)no1 | 4.0 | 0.95 | 0.77
Cc1nc2ccccc2cc1O | 67.9* | 0.66 | 1.09
CC(=O)OCC(=O)[C@H]1CC[C@H]2[C@@H]3CC=C4C[C@@H](O)CC[C@]4(C)[C@H]3CC[C@]12C | 33.3 | -2.29 | -1.54
CCOC(=O)c1ccc(NC(=O)CN2C(=O)CSC2=O)cc1 | 28.1 | 0.18 | -0.23
COc1cc(/C=C/C(=O)O)ccc1OCc1ccc([N+](=O)[O-])cc1 | 25.0 | x | x
COc1ccc(N2CCN(C(=O)COc3ccc4ccccc4c3)CC2)cc1 | 18.5 | -0.2 | 0.57
Cc1cc(C(=O)NCCN2C(=O)S/C(=C\c3cccs3)C2=O)ccc1[N+](=O)[O-] | -3.2 | 0.08 | -0.08
CC(C)(C)n1nnnc1C(c1cccnc1)N1CCN(c2cccc(C(F)(F)F)c2)CC1 (stereo unspecified) | -79.3 | -2.32 | -1.88
C[n+]1cc[nH]c1SCC(=O)c1ccccc1 | 7.0 | 0.87 | 1.21
COc1ccc2c(COC(=O)CCS(=O)(=O)c3ccccc3)cc(=O)oc2c1 | -18.2 | x | x
COc1ccc(C(=O)OCCCN(C)C)cc1OC | 40.7 | -0.02 | 0.04
CC(C)CNC(=O)CN(C)S(=O)(=O)c1ccc(F)cc1 | 8.3 | -0.73 | -1.48
CCOC(=O)c1sc(NC(=O)c2ccncc2)c(C#N)c1C | 3.5 | -0.48 | -0.5
COc1ccc(C(=O)N(CC2CCCO2)C(C(=O)NC2CCCC2)c2ccc(Cl)cc2)cc1OC (stereo unspecified) | -31.2 | -0.04 | -0.07
CCCCCC(=O)Nc1ccc2ccccc2c1 | 6.9 | -0.74 | -0.39
O=C1SC(SC(=Nc2ccccc2)Nc2ccccc2)C(=O)N1c1ccccc1 (stereo unspecified) | 11.1 | -1.16 | -0.5
Cc1ccc(C(=O)/C=C/Nc2ccc3c(c2)OCO3)cc1 | -25.9 | 0.56 | 0.25
CCc1ccc(OCc2nnc(NC(=O)c3cccs3)s2)cc1 | -7.7 | -0.5 | -0.27
CCOc1ncccc1C(=O)OCC(=O)c1ccc(Cl)s1 | 20.0 | 0.54 | 0.7
COc1ccc(Nc2nnc(-c3ccc(C)cc3)c3ccccc23)cc1C(=O)N1CCCCC1 | -58.3 | -0.41 | 0.49
Cc1ccc(OCCN2C(=O)OC(C)(C)C2(C)O)cc1 (stereo unspecified) | x | 0.78 | 0.45
CCCNC(=O)c1noc2c1CCc1ccccc1-2 | x | -0.36 | -0.36
CN(C)C(=O)COC(=O)c1ccccc1Nc1ccc(SC(F)F)cc1 | x | -0.89 | -0.91
CCCn1c(SCCc2ccccc2)nc2c1c(=O)[nH]c(=O)n2C | x | -0.58 | -0.76
COc1ccc(C(=O)NCc2ccc(-c3nc4ccccc4s3)cc2)cc1OC | 27.6 | -0.19 | 1.6

With a hit mark in INS promoter inh (from the list above):
SMILES | INS promoter inh | SDO1 yeast rescue | SDO1 yeast rescue Rescue 24 h
Cc1nc2ccccc2cc1O | 67.9* | 0.66 | 1.09

Full records, looked up by structure:
O=c1ccn(-c2ccccc2)[nH]1 is entered as INS promoter inh = 7.0; SDO1 yeast rescue = x; SDO1 yeast rescue Rescue 24 h = x
Cc1cc(C(=O)NCCN2C(=O)S/C(=C\c3cccs3)C2=O)ccc1[N+](=O)[O-] is entered as INS promoter inh = -3.2; SDO1 yeast rescue = 0.08; SDO1 yeast rescue Rescue 24 h = -0.08
O=C1SC(SC(=Nc2ccccc2)Nc2ccccc2)C(=O)N1c1ccccc1 (stereo unspecified) is entered as INS promoter inh = 11.1; SDO1 yeast rescue = -1.16; SDO1 yeast rescue Rescue 24 h = -0.5

Continuation:
SMILES | INS promoter inh | SDO1 yeast rescue | SDO1 yeast rescue Rescue 24 h
CCCOC(=O)CCCCC1SCC(NC(=O)OC)C1NC(=O)OC (stereo unspecified) | x | 0.47 | 0.25
COC(=O)C(C(=O)Nc1cccc(Cl)c1C)C1CCCC1 (stereo unspecified) | -92.9 | x | x
CCOC(=O)N1CCN(C(=O)CSc2ccc(-c3ccccc3OC)nn2)CC1 | 20.0 | x | x
CCOC(=O)C(NCCc1ccccc1F)(NC(=O)CC)C(F)(F)F (stereo unspecified) | -10.8 | -0.33 | -0.05
CCn1c(SCc2nc(-c3ccccc3)no2)nc2ccccc21 | x | -1.23 | -1.21
O=C(c1cn(-c2ccccc2)nc1-c1cccnc1)N1CCCCC1 | x | -0.29 | -1.24
Cc1cccc(N2CCN(S(=O)(=O)c3cnc[nH]3)CC2)c1C | x | 0.64 | 0.63
COc1ccccc1CNC(=O)c1ccccc1OCc1ccc(F)cc1 | -37.5 | -0.82 | -0.65
CCN(CC)CCOC(=O)c1ccc(NC(=O)c2ccc(Cl)c(S(=O)(=O)N3CCCCCC3)c2)cc1 | 35.7 | x | x
O=C(Cn1cc2c(n1)CCCCC2)N1CCc2ccccc21 | x | -0.73 | -0.72
COC(=O)C1=C(C)N=C2SC(C)C(=O)N2C1/C=C/c1ccccc1OC (stereo unspecified) | x | -0.87 | -1.22
COC(=O)c1ccc(NC(=O)Nc2ccccc2C)cc1 | 10.0 | x | x
Cc1ccc(-n2c3nc(=O)[nH]c(=O)c-3cc3cc([N+](=O)[O-])ccc32)cc1C | 22.6 | 0.58 | 0.16
O=C1c2ccccc2C(=O)c2c1ccc1c(=O)n(C3CCCCC3)[nH]c21 | -212.5 | -2.11 | -0.96
CC(=Nc1ccccc1)C1=C(O)CSC1=O | 10.7 | 0.2 | 0.43
Cc1ccc(S(=O)(=O)N2C3C=CC(C3)C2C(=O)O)cc1 (stereo unspecified) | x | 0.71 | 0.68
Cc1ccc(C(=O)Oc2oc(-c3ccco3)nc2C=Nc2ccc(Cl)cc2)cc1 | -36.8 | -1.13 | -1.1
COc1ccc(CC(=O)N2CCc3ccccc32)cc1 | -42.9 | 0.26 | -0.11
CCn1c(C(C)C)n[nH]c1=S | 14.3 | x | x
CCCCc1nc2ccccc2c(NC(=O)CNC(C)(C)C)c1CCC | x | -0.05 | -0.15
Cc1cccc(-c2nnc(SCC(=O)NCc3ccc4c(c3)OCO4)n2C)c1 | -35.3 | 0.85 | 0.06
C=CCn1c(C)c(C(C)=O)c(N2CCN(c3ccccc3)CC2)nc1=S | -20.5 | 0.24 | 0.08
Cc1cc(Oc2cc(N)cc([N+](=O)[O-])c2)ccc1Cl | 25.7 | -1.86 | -1.46
COC(=O)C1C(c2ccc(Cl)cc2)NC(c2ccc(Cl)cc2)C(C(=O)OC)S1(=O)=O (stereo unspecified) | 0.0 | -0.66 | -0.57
Fc1ccc(-c2csc(-c3ccccn3)n2)cc1F | -35.3 | x | x
SMILES | INS promoter inh | SDO1 yeast rescue | SDO1 yeast rescue Rescue 24 h
COc1cc(C(=O)N(CCCO)Cc2cc3ccc(C)c(C)c3[nH]c2=O)cc(OC)c1OC | x | 0.42 | -0.48
CCOc1ccccc1NC(=O)C1Cc2ccccc2CN1S(C)(=O)=O (stereo unspecified) | -6.7 | -1.12 | -1.41
CNC(=O)c1ccc(-c2sc3nc(N4CCOCC4)c4c(c3c2N)CC(C)(C)OC4)o1 | -25.7 | 0.13 | -0.19
O=c1c2[nH]c3ccc(F)cc3c2ncn1CCCN1CCOCC1 | -21.9 | 2.1 | 1.16
Cc1ccc(C)c(NC(=O)CCn2nc(C)cc2C)c1 | -48.4 | 0.58 | 0.13
CCOC(=O)N1CCC(NC(=O)c2cc3c(C)nc4ccccc4c3o2)CC1 | x | 0.93 | 1.28
COCCNS(=O)(=O)c1ccc(SC)cc1 | 25.0 | 0 | -0.4
CC1(C)Cc2c(sc3[nH]c(=S)n(Cc4ccccc4)c(=O)c23)CO1 | -378.6 | -0.02 | 0.31
CCn1c(NCc2cccs2)nc2ccccc21 | -12.9 | 0.87 | 0.7
O=C(NC(=S)NCc1ccc(-c2nc3ccccc3s2)cc1)c1ccco1 | x | 0.19 | 1.4
O=C1Nc2ccccc2OC1CC(=O)N1CCOCC1 (stereo unspecified) | x | 0.58 | -0.04
CCOC(=O)c1c(C)n(-c2ccc(C)cc2)c2ccc(O)c(CN(C)C)c12 | -52.9 | x | x
CCOC(=O)c1cc2c(ccn2C)n1CC(=O)N1CCCC(C)C1 (stereo unspecified) | -21.6 | -0.05 | -0.41
CCc1ccc(NC(=O)CCNS(=O)(=O)c2cccc3nonc23)cc1 | x | 1.32 | 1.3
CCOC(=O)C1CCCN(C2CC(=O)N(c3ccc(N4C(=O)CC(N5CCCC(C(=O)OCC)C5)C4=O)cc3)C2=O)C1 (stereo unspecified) | 29.4 | x | x
O=C(CC1CCOCC1)Nc1ccc(Cl)c(Cl)c1 | 21.1 | x | x
c1ccc(NC2=Nc3ccccc3CS2)cc1 | 15.2 | -0.34 | -0.69
Cc1c(O)c(=O)c2ccccc2n1C | -33.3 | 0.92 | 1.34
O=S(=O)(CCc1nc2ccccc2[nH]1)c1ccc(Br)cc1 | x | 0.37 | 0.57
CCCCN(CC)C(=O)c1cccc(Cl)c1 | -1.3 | -0.14 | 0.17
COc1ccc(-c2csc(/C(C#N)=C/Nc3ccc4c(c3)OCCO4)n2)cc1 | -2.9 | -1.19 | -0.52
N#Cc1nc(-c2ccccc2F)oc1NCCN1CCOCC1 | x | 0.87 | 0.95
Cc1cc(C)n(-c2nnc3n2N=C(c2ccccc2)CS3)n1 | -58.1 | -0.09 | 0.14
COC(=O)c1ccc(C)c(NS(=O)(=O)c2ccc(NC(C)=O)cc2)c1 | 5.6 | -0.53 | -0.15
CN1C(=O)CC(Sc2ccccc2C(=O)O)C1=O (stereo unspecified) | -11.4 | -1.19 | -1.23
SMILES | INS promoter inh | SDO1 yeast rescue | SDO1 yeast rescue Rescue 24 h
CCOC(=O)CNC(=O)c1cc(-c2ccc3c(c2)OCCO3)oc1C | 59.1 | -0.46 | 0.24
Cc1noc(C)c1COC(=O)c1cc2c3ccccc3n(C)c2s1 | x | -1.2 | -0.78
COc1ccc(-c2noc(CCC(=O)Nc3nc4ccccc4s3)n2)cc1 | -46.7 | 0.44 | 0.35
C/C(=N\NC(=O)c1cccc(F)c1)c1ccc(Br)s1 | 19.4 | -0.6 | -0.77
CS(=O)(=O)Nc1ccc(C(=O)Nc2ccc3c(c2)OCO3)cc1 | -16.7 | x | x
O=C(/C=C/Nc1ccccc1Br)c1ccccn1 | 14.3 | -0.22 | -0.46

Some of these compounds in order of number of heavy atoms, rising:
SMILES | INS promoter inh | SDO1 yeast rescue | SDO1 yeast rescue Rescue 24 h
C/C(=N\NC(=O)c1cccc(F)c1)c1ccc(Br)s1 | 19.4 | -0.6 | -0.77
CCOC(=O)CNC(=O)c1cc(-c2ccc3c(c2)OCCO3)oc1C | 59.1 | -0.46 | 0.24
COc1ccc(-c2noc(CCC(=O)Nc3nc4ccccc4s3)n2)cc1 | -46.7 | 0.44 | 0.35
